# ABCB6 inh 2 – inhibitors of human ABC transporter ABCB6; fluorescence ratio to DMSO, % at 10 µM; 360,000 tested, 0.19% active; K562-ABCB6 porphyrin accumulation, flow cytometry, 1 h; stronger effect = lower value; AID 602162; Q9NP58;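 active means fluorescence ratio to DMSO below 75%, the collection mean minus 3 SD; inconclusive means too few cells collected in the well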;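 further: signal is porphyrin accumulated inside mitochondria; 100% equals median channel fluorescence of DMSO control wells; lower ratio means ABCB6 inhibition with less porphyrin fluorescence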
# m5-HT2A agonist – agonists of mouse serotonin 5-HT2A receptor (HTR2A). P35363. CHO-K1 mHTR2A beta-arrestin complementation, luminescence; percent of 30 µM serotonin response. activation, % at 7.6 µM. 360,000 tested, 0.66% active. AID 624169;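 active means activation above a run cutoff, the mean activation of all tested compounds plus 3 SD, cut at about 14% in these data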;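 further: 0% = plate median of compound wells and 100% = 30 µM serotonin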
# Target sequence (P35363 whole entry, looked up): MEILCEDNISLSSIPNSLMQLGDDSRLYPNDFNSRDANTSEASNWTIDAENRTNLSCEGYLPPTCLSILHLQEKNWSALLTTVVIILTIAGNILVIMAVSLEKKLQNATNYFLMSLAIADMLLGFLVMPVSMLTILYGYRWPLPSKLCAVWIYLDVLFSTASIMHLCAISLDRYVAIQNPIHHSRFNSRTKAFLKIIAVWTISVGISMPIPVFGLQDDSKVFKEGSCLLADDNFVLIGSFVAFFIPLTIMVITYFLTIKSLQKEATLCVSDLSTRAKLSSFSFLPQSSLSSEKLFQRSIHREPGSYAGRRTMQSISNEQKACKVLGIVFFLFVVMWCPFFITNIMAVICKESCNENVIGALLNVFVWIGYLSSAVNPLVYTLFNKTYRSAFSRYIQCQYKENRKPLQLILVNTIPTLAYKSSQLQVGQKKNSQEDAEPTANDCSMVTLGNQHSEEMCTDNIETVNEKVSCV
# Granule exo inh – blocks lytic granule exocytosis; inhibition, % at 10 µM; 360,000 tested, 0.66% active; TALL-104 LAMP-1 surface exposure, flow cytometry; cells stimulated with thapsigargin and PMA;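 active means inhibition above about 55%, limit read from the data; inconclusive means no clear call, values can overlap the other calls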
# hiPSC survival – enhancers of human iPSC single-cell survival. survival enhancement, % at 20 µM. 360,000 tested, 0.044% active. hiPSC single-cell survival, ATPlite luminescence; 100% = ROCK inhibitor wells, 0% = DMSO. AID 602274; in the data active means survival enhancement above about 18%;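 further: cells exposed to compounds for 16 hours before the ATP read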
# Cardio protect – protects H9c2 cardiomyocytes from peroxide injury; protection from H2O2 cell death, % at 20 µM; H2O2 injury protection, ATPLite, 2 h; 360,000 tested, 0.63% active;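 active means compounds giving at least 50% protection of heart cells from peroxide-induced death in the single-dose screen, raw or plate-pattern-corrected value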;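 further: 0% = DMSO wells with peroxide and 100% = DMSO wells without peroxide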
# Glyco luc inh – blocks N-linked glycosylation in D54 reporter cells; 360,000 tested, 0.23% active; D54 ERlucT glycosylation luciferase reporter, 24 h; percent of 100 nM tunicamycin response; reporter increase, % at 12.5 µM;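 active means mean luciferase reporter signal, scaled so untreated is 0 and the glycosylation-blocking control 100, at or above a set limit in every replicate; inconclusive means mean reaches the limit but not every replicate does; inactive means mean below the limit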;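 further: luciferase carries N-glycosylation sites so blocking glycosylation raises the light; 0% = median of neutral control wells and 100% = median of 100 nM tunicamycin wells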
# PDI turbidity – blocks human protein disulfide isomerase activity | 350,000 tested, 0.052% active | P07237 | PDI insulin aggregation turbidity, A650, 90 min | inhibition, % at 10 µM | AID 588391;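 active means mean inhibition across replicates of 30% or more, whatever share of single replicates reach that level; inconclusive means mean inhibition below 30% while every single replicate reaches 30%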;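 further: absorbance from insulin aggregation driven by PDI reduction with DTT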
# Target sequence (P07237 whole entry, looked up): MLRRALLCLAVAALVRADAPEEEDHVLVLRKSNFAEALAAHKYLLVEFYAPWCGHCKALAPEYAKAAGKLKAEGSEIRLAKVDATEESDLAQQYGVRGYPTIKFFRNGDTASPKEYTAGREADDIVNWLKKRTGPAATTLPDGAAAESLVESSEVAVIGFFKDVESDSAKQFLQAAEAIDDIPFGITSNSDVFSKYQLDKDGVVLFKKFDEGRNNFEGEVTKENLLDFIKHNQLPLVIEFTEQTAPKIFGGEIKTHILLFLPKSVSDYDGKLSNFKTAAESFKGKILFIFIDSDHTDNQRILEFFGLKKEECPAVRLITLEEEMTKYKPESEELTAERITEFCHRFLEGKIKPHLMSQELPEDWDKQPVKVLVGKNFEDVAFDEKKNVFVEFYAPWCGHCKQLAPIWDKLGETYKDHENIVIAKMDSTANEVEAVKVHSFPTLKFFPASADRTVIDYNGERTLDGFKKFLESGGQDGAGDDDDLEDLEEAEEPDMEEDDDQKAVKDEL
# CaV13 ICDI inh – Disruptors of the CACNA1D IQ motif to Ca2+-dependent inactivation inhibitor domain association, primary screening, Förster resonance energy transfer in intact living …. HEK cells, CFP/YFP FRET ICDI-IQ, plate reader, 10 min; percent FRET-ratio fall versus neutral wells. inhibition, % at 12.3 µM. 340,000 tested, 0.098% active;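 active means mean replicate inhibition of at least 30% and at least 1% of replicates passing that level; inconclusive means only one of the two criteria is met; inactive means neither criterion is met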;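 further: 0% = median of the neutral control wells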
# Vif inh – HIV Vif inhibition | inhibition, % at 7.49 µM | 340,000 tested, 0.35% active | AID 602346 | HEK293T cells, Vif self-association by quenched fluorescence, imaging, 24 h; in the data active means inhibition above about 50%, passing the limit was not always enough; inconclusive means no clear call, values can overlap the other calls; inactive means below about 31%; further: some results filed as inactive read as strong as hits
# aDG glyco up – increases alpha dystroglycan glycosylation. activation, % at 10 µM. AID 624168. 360,000 tested, 0.22% active. Pro5-aDG cells, alpha-DG glycosylation AlphaScreen (IIH6); 0% Pro5, 100% B10-LARGE cell signal;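 active means activation of at least 8% versus controls, or a plate z-score of at least 8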;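 further: Pro5 are CHO cells carrying HIG-tagged alpha-DG that lacks glycosylation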
# Active calls of the source: *; ? = inconclusive; / = no result given. Compounds as they come; 3.1% or so of the library scored in one or more.
# Each structure is followed by: Granule exo inh	Vif inh	CaV13 ICDI inh	PDI turbidity	Glyco luc inh	hiPSC survival	m5-HT2A agonist	ABCB6 inh 2	aDG glyco up	Cardio protect
- Cc1ccc(-n2c(SCC(=O)NCC3CCCO3)nc3ccccc3c2=O)cc1C (centres undefined)
  11	9	-6	-1	-3	0.0	4	104	0.0	1
- O=C(CCCc1nc2ccccc2s1)NCc1ccccc1
  2	2	-3	6	3	-0.4	-2	103	-0.2	-1
- Cc1ccc(C(C)NC(=O)C2CCCC2)cc1C (centres undefined)
  17	0	-2	3	-6	0.5	6	100	0.1	-1
- COc1ccc(S(=O)(=O)NCC2CCCN(C(=O)c3ccccc3)C2)cc1 (centres undefined)
  2	0	-17	-1	-1	-1.2	-3	99	-0.2	-5
- O=C1C(CCCNC(=S)NCc2ccccc2)NC(=S)N1Cc1ccccc1 (centres undefined)
  -2	0	-7	8	-2	-2.2	-5	108	0.2	-9
- CC(C)CCNC(=O)CCCOc1ccccc1
  9	12	-2	-1	5	-1.0	-3	99	0.2	-10
- c1ccc(-c2nc3ccccn3c2NC2CCCC2)nc1
  1	1	-9	-3	-3	0.0	5	105	2.0	10
- Cc1cc(C(F)(F)F)nc(Nc2nc(C)c3ccccc3n2)n1
  -1	/	-5	26	2	-0.1	-4	89	-0.1	3
- O=C(NC(=S)NNC(=O)[C@H]1C[C@@H]1c1ccccc1)c1cccc(F)c1
  -8	8	-5	1	1	0.5	1	101	0.0	7
- Cc1nnc(SCCN2C(=O)c3ccccc3C2=O)[nH]c1=O
  2	/	-7	11	2	6.2	4	101	0.5	-6
- Cc1csc(SCC(=O)N2CCN(S(=O)(=O)c3ccc(Cl)cc3)CC2)n1
  2	/	/	7	-1	2.6	7	91	-0.1	1
- COc1ccc(C)cc1-n1c(SCC(=O)Nc2cc(C)on2)nc2sc(C)c(C)c2c1=O
  0	18	-4	4	-6	-0.3	0	93	-0.3	10
- CN(C)c1ccc(C(=O)c2ccc(N(C)C)c(N)c2)cc1N
  -1	1	-7	5	10	-1.6	-4	106	-0.1	-8
- CCCNC(=S)N1CCC(C(=O)c2ccc(F)cc2)CC1
  -6	2	-11	0	0	0.8	-3	97	0.1	-5
- Cc1ccc(OCCN2CCCC2)cc1
  -8	-12	-20	13	-1	1.2	-4	83	0.2	11
- COc1ccc(C(=O)NCC(=O)NCC(=O)OCc2ccc(Br)cc2)cc1
  -7	-4	8	8	-8	-0.1	1	96	0.0	0
- CCCN1CCC(N(C)CCc2ccc(OC)c(OC)c2)CC1
  1	0	/	12	0	1.2	1	100	-0.1	4
- CCOC(=O)Cc1cc(=O)n2[nH]c(-c3ccc(Cl)cc3)cc2n1
  3	14	/	-17	1	-1.1	-6	106	-0.2	-10
- COc1ccc(CCNC(=O)CN(c2cccc([N+](=O)[O-])c2)S(C)(=O)=O)cc1
  0	2	-5	-2	2	-0.7	2	99	-0.1	0
- CCC(C)NC(=O)C1c2cc(OC)c(OC)cc2C(=O)N(C)C1c1cccs1 (centres undefined)
  3	-9	-5	0	0	-1.1	-5	93	-0.1	3
- Cc1cc(/C=C2/SC(=O)N(CC(=O)OC(C)C)C2=O)c(C)n1C
  2	-10	-8	-8	-4	7.2	-2	83	-0.2	-4
- Cn1c(=O)[nH]c(=O)c2c1nc(NCCCn1ccnc1)n2CCOc1ccccc1
  -4	11	-5	5	3	-1.7	-9	105	-0.2	10
- CC(C)N1CCC(=NNc2ccc([N+](=O)[O-])cc2S(=O)(=O)N2CCOCC2)CC1
  3	3	-6	2	-1	0.0	1	106	0.2	-15
- c1ccc(-n2c(-c3ccncc3)nnc2-c2ccco2)cc1
  -2	-3	-4	-9	-1	-0.1	-2	95	0.1	-7
- O=C(Cc1ccc2c(c1)OCCO2)N1CCN(S(=O)(=O)c2cccs2)CC1
  0	-8	-19	6	-2	0.6	-2	91	0.0	4
- C[C@H](CO)N1C[C@H](C)[C@@H](CN(C)C(=O)Nc2ccc3c(c2)OCO3)Oc2c(NC(=O)Nc3ccccc3)cccc2C1=O
  -1	3	-3	20	2	-0.6	2	96	-0.1	12
- Cc1ccc(C(C)C)c(OCCCN2CCc3ccccc3C2)c1
  47	-4	-18	1	-2	-0.4	-7	100	-0.1	-10
- CC1CCN(S(=O)(=O)c2cccc(C(=O)N(C)C3CCS(=O)(=O)C3)c2)CC1 (centres undefined)
  -2	/	-4	-6	/	1.8	-4	97	-0.2	1
- CCOc1cccc(-c2c(C(=O)N/N=C/c3cccs3)nnn2-c2nonc2N)c1
  13	-7	-7	-4	3	-0.6	2	93	0.0	4
- CCc1c(-c2ccccc2OC)ncn1Cc1cccc(-c2ccccc2)c1
  13	/	-6	/	/	/	0	/	0.2	/
- O=C(CN1C(=O)C2CCCCC2C1=O)Nc1nccs1 (centres undefined)
  1	0	-7	-2	2	0.3	1	95	0.1	3
- CC(C)(C)S(=O)N1Cc2ccc(CO)cc2[C@H]1CCO (some centres undefined)
  -3	/	-10	-5	-1	-0.1	1	95	0.4	3
- O=C(COC(=O)c1nc(Cl)ccc1Cl)NCc1ccc(Cl)cc1Cl
  3	7	-7	-7	0	-0.4	-3	102	-0.3	-3
- Cc1ccc(S(=O)(=O)N2CCC(C(=O)N3CCCCCCC3)CC2)cc1C
  2	-9	-6	-5	-1	-0.8	6	94	0.2	-2
- COc1ccc(C)cc1NC(=O)C(OC(=O)c1ccc(Cl)c(S(=O)(=O)N(C)c2ccccc2)c1)c1ccccc1 (centres undefined)
  22	-6	-1	-15	-5	-0.1	1	89	-0.1	-2
- C(=C\c1ccccc1)/C=N/Nc1nc2ccccc2[nH]1
  26	5	?	7	19	-2.2	1	103	-0.2	-21
- COc1ccc(OC)c(N2Cc3ccccc3C2)c1
  -1	-7	-5	-1	0	-1.0	0	95	0.3	5
- O=C(/C=C/c1ccco1)NC(=S)Nc1ccc(C(=O)O)cc1
  -8	-5	-3	9	0	0.7	0	102	0.2	-6
- Cc1noc(C)c1COc1ccc2ccc(=O)oc2c1
  -2	13	-2	2	3	2.7	1	95	-0.4	1
- CC(C)(C)[C@]1(O)CCN2C[C@H]3c4ccccc4CCc4cccc(c43)[C@@H]2C1
  4	-2	-5	-3	-1	4.4	-5	109	0.1	-26
- Cn1nc(C(=O)Nc2ccc(S(=O)(=O)Nc3ncccn3)cc2)ccc1=O
  -1	-15	7	-3	0	-0.6	8	106	0.0	8
- Cc1ccccc1/C=N/Nc1ncnc2nc[nH]c12
  -3	22	-4	-7	1	-0.3	-1	100	-0.1	1
- CC(O)[C@H]1CNC(=O)C(=O)N1CCc1cccc(F)c1 (some centres undefined)
  2	/	-8	3	1	-1.1	1	96	0.2	-2
- COc1ccc(NC(=O)c2cc(-c3ccccc3Cl)on2)cc1OC
  -2	-1	-2	-5	0	-0.3	-7	99	0.0	0
- CC(NC(=S)NCCCN1CCOCC1)C1CC2CCC1C2 (centres undefined)
  5	9	10	1	-2	-0.5	0	108	-0.1	-2
- CNS(=O)(=O)c1ccc(NCC2COc3ccccc3O2)c([N+](=O)[O-])c1 (centres undefined)
  0	0	-5	9	-4	0.2	-5	111	-0.1	-4
- O=S(=O)(CCc1ccccc1)N1CCOCC1
  4	8	-6	2	-1	-1.2	-3	90	-0.2	13
- Cc1cccc(CNc2ccc(C(CC(N)=O)NC(=O)c3cccc(Br)c3)cc2[N+](=O)[O-])c1 (centres undefined)
  -4	-2	-9	-3	1	2.9	0	100	-0.4	-9
- CCCCCCN(CCCCCC)C(=O)Cc1c(-c2ccc(F)cc2)[nH]c2ccccc12
  -1	-3	-6	-2	-7	1.3	8	103	2.2	-23
- Cn1c(N)c(C(=O)COC(=O)CCCc2c[nH]c3ccccc23)c(=O)n(C)c1=O
  -3	/	-4	-5	1	-1.7	-4	108	0.0	3

# Remaining list, next part.
# Each structure is followed by: Granule exo inh	Vif inh	CaV13 ICDI inh	PDI turbidity	Glyco luc inh	hiPSC survival	m5-HT2A agonist	ABCB6 inh 2	aDG glyco up	Cardio protect
- COc1ccc(CN2C(CC(=O)Nc3cccnc3)c3ccc(C(F)(F)F)cc3S2(=O)=O)cc1 (centres undefined)
  0	/	-7	-1	-1	0.3	-1	93	3.5	-5
- Cc1cc(C)cc(NC(=O)CN2CCc3cc4c(cc3C2C)OCCCO4)c1 (centres undefined)
  1	-5	-7	4	1	0.5	0	99	0.1	-9
- COc1ccc(NS(=O)(=O)c2ccc(OC)c(NC(=O)CCC3CCCC3)c2)cc1
  0	-6	-3	7	-5	-0.2	0	120	0.1	-9
- COC(C/C=C/C(=O)[C@@H](C)OCc1ccccc1)OC
  26	/	-5	-2	11	-2.7	4	102	0.3	-4
- COc1cc(CN2CCCC(CO)(Cc3ccccc3C)C2)cc2c1OCO2 (centres undefined)
  2	0	-1	2	-3	-0.3	1	94	0.5	-22
- O=C(C1CCCN(S(=O)(=O)c2ccc(F)cc2)C1)N1CCCCC1 (centres undefined)
  -13	3	-2	0	0	0.3	-5	101	-0.4	-7
- O=c1[nH]c2sc3c(c2c(=O)n1Cc1ccccc1)CCC3
  2	-5	/	4	-2	0.7	1	90	-0.1	2
- Fc1cnc(Cl)nc1N1CCN(c2ccccc2)CC1
  -4	8	-2	-1	-3	0.1	3	99	-0.1	-5
- CCOC(=O)C1=CN(Cc2cccc(Br)c2)S(=O)(=O)N(C)C1C (centres undefined)
  2	-2	-7	5	-3	4.4	-1	94	-0.1	-15
- CCCCCC(=O)N1C[C@@H](O)[C@H](n2cc(C3CC3)nn2)C[C@@H]1c1ccccc1
  2	13	-5	-6	1	-0.1	0	99	0.1	-13
- N/C(=N\OC(=O)c1ccccc1F)c1cccc([N+](=O)[O-])c1
  -5	?	-21	-31	-4	0.0	0	99	0.0	-15
- COC(=O)c1ccc(NC(=O)CCS(=O)(=O)c2ccc3c(c2)NC(=O)C(C)S3)cc1 (centres undefined)
  -16	2	-15	3	3	1.1	4	100	0.5	8
- CC1(c2nnc(Cc3ccccc3)o2)CC(c2c(Cl)cccc2Cl)=NO1 (centres undefined)
  -4	/	-6	-2	-2	-2.4	-7	103	0.1	4
- COc1ccccc1Oc1coc2c(CN3CCN(C)CC3)c(O)ccc2c1=O
  -2	/	-8	4	0	2.9	0	94	-0.3	5
- Cc1cc(C)c2c(n1)SCC(=O)N2CC(=O)Nc1cc(F)ccc1F
  0	3	2	/	3	-2.7	0	102	0.9	-4
- CCOC(=O)c1c(NC(=O)CSc2nnnn2-c2ccccc2)sc2c1CCC(C)C2 (centres undefined)
  0	3	/	-7	2	-1.9	-2	98	-0.5	-19
- Cc1occc1C(=O)Nc1ccccc1C(=O)O
  3	/	/	-30	-1	7.1	-1	95	0.0	2
- O=C(Nc1cccc(NC(=O)c2ccc(Br)o2)c1)c1ccccc1
  -10	2	-7	-5	0	0.7	-4	110	0.2	-2
- C[C@@H]1CCCCO[C@@H](CN(C)Cc2ccc3c(c2)OCO3)[C@@H](C)CN([C@H](C)CO)C(=O)c2cc(N(C)C)ccc2O1
  0	-3	-3	4	0	1.2	-1	100	-0.3	12

# Screens: PubChem, several laboratories
